# Screening data from PubChem.
# Rac1 wt GTP bind: wildtype Rac1 GTP binding modulators, primary screen, biochemical, GST-Rac1 beads, flow cytometry, multiplex. 190,000 compounds, 0.27% hits. fluorescent GTP binding; actives lie on both sides; 0 = cold GTP competed, 100 = untreated. GTP binding activity (% of control), % at 10 µM. AID 757, 2007;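 active = GTP binding activity at least 20 points away from the 100% control level, either lower or higher; inconclusive = compound flagged as likely green fluorescent, judged across all proteins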
# Avidin bead fluor: green autofluorescence of compounds with avidin beads – biophysical, 488/530 nm, flow cytometry, artefact control, profiling panel; compound fluorescence 488/530 nm; stronger effect = higher value; fluorescence (KMESF) at 10 µM; 220,000 compounds, 0.38% hits; AID 1775, 2009; in the data active = fluorescence above about 47; note: inactives centre near 10
# Rac1 mut GTP: GTP binding modulators of activated mutant Rac1, primary screen, biochemical, bead-based flow cytometry, multiplex, fluorescent GTP | Ras-related C3 botulinum toxin substrate 1 (Homo sapiens), P63000 | GST-Rac1 activated beads; actives lie on both sides; 100% means binding = to untreated wells | percent activity (GTP binding), % at 10 µM | 190,000 compounds, 0.11% hits;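 active = GTP binding at least 20 percentage points away from the 100% baseline, in either direction, so actives lie on both sides; inconclusive = Compound likely fluorescent itself, or too few beads counted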
# Cdc42 wt: modulators of GTP binding to wildtype Cdc42, primary screen, biochemical, multiplex bead flow cytometry, Bodipy-GTP | Cell division control protein 42 homolog (Homo sapiens), P60953 | 190,000 compounds, 0.2% hits | GST-Cdc42 beads; actives lie on both sides | AID 761, 2007 | percent activity (GTP binding), % at 10 µM;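 active = percent activity GTP binding at least 20 points away from the 100% baseline, either down as inhibitor or up as activator; inconclusive = compound flagged as likely green fluorescent from well-wide comparison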;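 note: median bead fluorescence of bound Bodipy-FL-GTP at 100 nM; 0% = excess unlabeled GTP control and 100% = no compound control; below 100% means less GTP binding so inhibitor and above means activator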
# Rab7 wt modul: modulators of GTP binding to Rab7, primary screen, biochemical, wildtype, multiplex bead flow cytometry | Rab7 GTPase wild type (dog), Bodipy-FL-GTP binding | GTP binding activity (percent of control), % at 10 µM | GST-Rab7 beads, fluorescent GTP binding; actives lie on both sides; untreated = 100%, excess cold GTP = 0% | 190,000 compounds, 0.055% hits;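 active = fluorescent GTP binding to Rab7 beads changed by at least 20 points from the 100% baseline, either direction, mostly lower; inconclusive = compound itself probably fluorescent, or too few beads counted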;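 note: median green fluorescence of bound Bodipy-FL-GTP per Rab7 bead population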
# HRas wt GTP: modulators of GTP binding to HRas wildtype, primary screen, biochemical, bead-based flow cytometry, multiplex; GTPase HRas (Homo sapiens), P01112; GST-Ras wt beads, Bodipy-FL-GTP binding; actives lie on both sides; GTP binding activity, % at 10 µM; 190,000 compounds, 0.14% hits; AID 759, 2007;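 active = GTP binding activity at least 20% away from the 100% baseline, either lowered as inhibitor or raised as activator; inconclusive = flagged as likely green fluorescent, judged across all proteins in the well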;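 note: 0% = unlabeled GTP competition control and 100% = no-compound control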
# ABCG2 inh: ABCG2 efflux pump inhibitors, primary screen, multiplex with ABCB1, IgMXP3 cells, flow cytometry; Broad substrate specificity ATP-binding cassette transporter ABCG2 (Homo sapiens), Q9UNQ0; JC-1 efflux; inhibition, % at 6.6 µM; 190,000 compounds, 0.1% hits; AID 1325, 2008;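 active = inhibition above 80%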;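 note: 0% = DMSO and 100% = nicardipine control wells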
#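 Incubation: cells with compound and JC-1, 10 min at 25 °C, rotating, no wash / Test system: IgMXP3 (ABCG2) plus far-red-tagged CCRF-Adr (ABCB1) cells / Compound dosing: one concentration, 6.6 µM final / Also added: JC-1 fluorescent substrate / Evaluation: efflux inhibition in percent versus controls / Detection: flow cytometry, 530 nm JC-1 signal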
# Rab2A wt mod: modulators of GTP binding to Rab2A wildtype, primary screen, biochemical, dog, bead-based flow cytometry, multiplex; GST-Rab2 wt beads, Bodipy-GTP binding; AID 760, 2007; GTP binding activity, % at 10 µM; 190,000 compounds, 0.19% hits;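 active = GTP binding activity at least 20 points away from 100%, either lowered or raised; inconclusive = signal likely due to the compound's own green fluorescence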;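 note: 0% = beads with excess unlabeled GTP and 100% = no-compound control corrected for plate trend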
# GSH bead fluor: compound fluorescence on glutathione beads, profiling panel, artefact control, biophysical, 488/530 nm, flow cytometry; GSH beads flow cytometry, compound fluorescence 488/530 nm; stronger effect = higher value; fluorescence (KMESF) at 10 µM; 190,000 compounds, 0.25% hits; in the data active = fluorescence above about 89;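 note: glutathione beads carrying GST-tagged Bcl family fusion proteins plus one bare bead set; values are compound well signal with DMSO vehicle wells as background; inactives centre near 16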
# Pf gametocyte: late stage P. falciparum gametocyte viability inhibitors, primary screen, ATP luminescence, HTS | P. falciparum stage V gametocytes, 24 h | inhibition, % at 10.9 µM | 150,000 compounds, 0.065% hits;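 active = inhibition above the mean plus 3 SD of compounds within the control limits, set per campaign, cut at about 38% in these data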;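 note: 0% = DMSO wells and 100% = medium only without gametocytes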
# ABCB1 block: ABCB1 efflux pump inhibitors, primary screen, cell-based, multiplex, flow cytometry, ABCG2 counter-screen; CCRF-Adr cells, JC-1 efflux; inhibition, % at 6.6 µM; 190,000 compounds, 0.067% hits; AID 1326, 2008; in the data active = inhibition above about 40%;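 note: 0% = vehicle and 100% = reference inhibitor; higher value means more JC-1 retained so stronger ABCB1 efflux block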
# Target sequence (P08183 whole entry, looked up): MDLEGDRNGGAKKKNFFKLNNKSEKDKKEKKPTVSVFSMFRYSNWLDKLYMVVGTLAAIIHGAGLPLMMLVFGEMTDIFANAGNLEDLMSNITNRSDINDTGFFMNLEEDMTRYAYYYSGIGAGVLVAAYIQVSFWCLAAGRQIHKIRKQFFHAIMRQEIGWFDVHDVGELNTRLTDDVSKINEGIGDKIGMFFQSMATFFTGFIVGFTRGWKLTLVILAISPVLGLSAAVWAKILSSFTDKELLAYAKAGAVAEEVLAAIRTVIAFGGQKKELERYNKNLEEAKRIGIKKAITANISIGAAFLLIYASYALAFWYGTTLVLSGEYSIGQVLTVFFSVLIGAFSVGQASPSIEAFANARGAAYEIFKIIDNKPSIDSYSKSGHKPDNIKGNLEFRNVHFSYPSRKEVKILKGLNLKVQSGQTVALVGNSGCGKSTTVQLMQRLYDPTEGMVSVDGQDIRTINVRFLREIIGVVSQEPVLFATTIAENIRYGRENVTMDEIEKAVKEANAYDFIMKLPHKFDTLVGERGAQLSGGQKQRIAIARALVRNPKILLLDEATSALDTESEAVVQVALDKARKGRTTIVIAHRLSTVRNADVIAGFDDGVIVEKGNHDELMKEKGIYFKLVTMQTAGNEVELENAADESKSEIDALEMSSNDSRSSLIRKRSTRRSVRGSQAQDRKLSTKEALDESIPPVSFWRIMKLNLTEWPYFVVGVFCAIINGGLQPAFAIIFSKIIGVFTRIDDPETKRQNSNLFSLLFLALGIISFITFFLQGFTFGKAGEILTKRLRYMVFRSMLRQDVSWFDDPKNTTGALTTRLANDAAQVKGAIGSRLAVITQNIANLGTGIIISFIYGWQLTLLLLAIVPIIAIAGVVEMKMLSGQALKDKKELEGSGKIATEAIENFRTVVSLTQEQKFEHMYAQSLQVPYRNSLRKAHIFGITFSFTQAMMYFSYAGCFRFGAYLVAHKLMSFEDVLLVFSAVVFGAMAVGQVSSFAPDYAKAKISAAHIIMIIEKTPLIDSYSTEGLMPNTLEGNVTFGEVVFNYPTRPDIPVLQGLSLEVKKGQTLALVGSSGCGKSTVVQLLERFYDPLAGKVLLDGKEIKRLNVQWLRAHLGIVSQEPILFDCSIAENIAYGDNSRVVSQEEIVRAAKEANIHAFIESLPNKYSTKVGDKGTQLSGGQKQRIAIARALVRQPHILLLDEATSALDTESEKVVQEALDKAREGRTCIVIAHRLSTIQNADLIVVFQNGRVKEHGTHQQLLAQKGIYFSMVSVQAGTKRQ
# Starred values were filed as active, the others as inactive; ? = inconclusive; . = not tested or not shown.
SMILES,Rac1 wt GTP bind,Avidin bead fluor,Rac1 mut GTP,Cdc42 wt,Rab7 wt modul,HRas wt GTP,ABCG2 inh,Rab2A wt mod,GSH bead fluor,Pf gametocyte,ABCB1 block
CC(C)OC(=O)CCc1nc2ccccc2[nH]c1=O,100,19,102,103,97,100,3,100,32,.,0.6
CCCCCn1c(SCCN2CCOCC2)nc2c1c(=O)[nH]c(=O)n2C,96,15,97,96,93,98,4,94,18,.,0.7
Cc1cc(C)cc(NC(=O)CN2CCN(CCN=CC3=C(O)CC(C)(C)CC3=O)CC2)c1,106,5,99,99,97,99,-9,100,16,.,-0.6
CCCCN(CCCNC(=O)c1ccc2nc(N3CCOCC3)sc2c1)Cc1ccccc1,100,5,100,101,98,100,2,100,4,.,0.3
O=C1/C(=C\c2cccnc2)SC(=S)N1c1ccc(F)cc1,96,23,95,97,90,93,3,93,30,-9,0.3
O=C(CSc1nnc(CNc2ccc(F)cc2)n1Cc1ccco1)N1CCOCC1,101,8,96,96,96,96,-22,95,29,.,-1.8
C=C(C)CSc1cc(C)c(C#N)c2nc3ccccc3n12,99,8,97,102,95,97,-10,95,10,-76,-1.3
COc1ccccc1C(=O)Nc1ccccc1C(=O)N1CCCC1,97,14,98,101,94,100,0,96,23,-1,-2.3
Cn1c(=O)c2c(nc(SCc3nc(N)nc(N4CCCCC4)n3)n2C)n(C)c1=O,108,3,102,104,97,103,0,100,16,-6,-0.1
CCn1cnc2sc(C)c(C)c2c1=O,?,13,?,?,?,?,3,?,19,.,0.8
COc1ccc(CCNC(=O)c2cc(-c3ccc(C)c(C)c3O)n[nH]2)cc1OC,103,16,100,103,100,100,19,103,33,.,-0.4
COC(=O)c1ccccc1NC(=O)C1CC(c2ccc(F)cc2)=NO1 (stereo not given),104,13,101,104,102,102,6,102,11,.,0.7
CCCC(=O)Nc1ncnc2c1ncn2[C@@H]1O[C@@H]2COP(=O)(O)O[C@H]2[C@H]1OC(=O)CCC,106,5,98,101,105,100,6,99,20,.,0.2
Cc1cccc(-n2cccc2)c1C#N,?,15,?,?,?,?,0,?,11,.,0.1
CC(C)(C)Cc1nnc(NC(=O)CN2C(=O)c3ccccc3C2=O)s1,97,11,92,96,106,97,3,98,14,-21,1.2
O=c1[nH]cnc2c1c(-c1ccccc1)cn2-c1ccc(Br)cc1,110,5,100,104,102,101,3,101,7,9,-1.4
Cc1ccccc1NC(=S)N(C)Cc1cccs1,99,27,95,99,94,97,3,96,15,4,0.4
COc1ccc2c(c1)OC1=C(C(=O)CCC1)C2C1=C(O)CCCC1=O (stereo not given),103,19,98,104,96,103,3,101,28,.,1.5
N#Cc1cccc(NC(=O)COC(=O)c2cccc(N3C(=O)c4ccccc4C3=O)c2)c1,101,12,99,99,99,101,-9,97,23,1,-3.9
C/C(=N\Nc1ccc(F)cc1F)c1ccc(N2CCOCC2)cc1,97,11,97,100,94,96,0,96,16,-10,-0.1
Cc1cc(NC(=O)C2CCCCC2)n(-c2nc3ccccc3[nH]2)n1,107,9,102,104,105,104,3,103,10,3,0.4
CCOc1ccc(Nc2ccc(N3C(=O)CCC3=O)cc2[N+](=O)[O-])cc1,104,10,102,103,108,104,6,103,16,-15,1.1
O=c1c(-c2ccc(Cl)cc2)[n+]([O-])c2ccccc2n1O,101,5,99,100,99,99,10,99,12,.,1.4
CCOc1ccc2nc(SCC(=O)Nc3ccc4c(c3)OCCO4)[nH]c2c1,109,22,103,102,101,103,2,103,12,.,0.3
O=C(Cn1cc2c(n1)CCCC2)Nc1ccccc1Cl,103,6,100,105,100,104,5,104,15,.,0.6

# Other structures follow.
SMILES,Rac1 wt GTP bind,Avidin bead fluor,Rac1 mut GTP,Cdc42 wt,Rab7 wt modul,HRas wt GTP,ABCG2 inh,Rab2A wt mod,GSH bead fluor,Pf gametocyte,ABCB1 block
COC(=O)c1ccccc1NC(=O)CSc1nc2cccnc2n1C,100,12,98,96,101,97,9,98,23,5,1.2
COc1cccc(C2C(C#N)=C(N)Oc3cc(C)[nH]c(=O)c32)c1OC (stereo not given),101,12,100,104,102,102,2,103,24,.,0.5
C=CCn1c(Cc2cccs2)nnc1SCC(=O)Nc1ccc(C(=O)OCC)cc1,102,11,98,101,97,99,27,100,12,-3,2.8
CCSc1nnc(NC(=O)c2cc(C)oc2C)s1,100,9,99,102,103,101,4,101,36,-13,0.6
Cc1nn(Cc2c(F)cccc2Cl)c(C)c1NC(=O)C1CC1,104,3,101,104,100,103,0,103,12,9,0.0
COc1ccc(NC(=O)C23CC4CC(C2)CC(c2ccccc2)(C4)C3)c(OC)c1,100,12,100,99,98,98,45,100,11,4,1.0
O=C(COc1ccccc1)NCC(c1cccs1)N1CCOCC1 (stereo not given),108,34,97,102,101,102,20,101,28,-7,1.9
CCN(CC)C(=O)Nc1ccccc1C,101,8,98,101,98,100,4,100,31,.,1.2
Cc1c(C(=O)NCc2cccs2)oc2ccccc12,101,9,92,91,98,99,4,96,61,.,0.8
CCOC(=O)C1CCCN(C(=O)c2ccc(CNS(=O)(=O)c3ccc(C)cc3)cc2)C1 (stereo not given),95,5,95,95,94,96,3,96,10,9,1.9
O=C(c1ccccc1Cl)N1CCn2c1nc1ccccc12,96,12,93,94,92,93,23,95,11,-8,0.4
COc1ccc(CN2C(=O)NC(C)(c3ccc(C)cc3)C2=O)cc1F (stereo not given),99,8,96,96,96,94,3,99,20,-9,0.3
CCOc1ccccc1COC(=O)c1cccc(-n2cnnn2)c1,99,7,97,99,95,100,3,98,51,.,0.2
COc1cccc(N2CC(=O)N(c3cccc(OC)c3)CC2=O)c1,96,9,98,97,96,93,2,94,18,4,0.3
CCCn1c(-c2cccs2)nc2ccccc21,96,30,95,99,99,99,5,97,17,-3,0.8
COc1ccc(N2C(=O)C3CCCN3C2c2ccc(C)cc2)cc1 (stereo not given),104,7,102,100,98,98,0,100,13,.,0.1
CCc1nc(SCC(=O)N2CCC(Cc3ccccc3)CC2)c2c(=O)n(C)c(=O)n(C)c2n1,100,6,94,97,98,98,0,96,25,.,0.2
C=CCNC(=O)CCCc1ccccc1,104,52*,99,102,96,100,0,100,22,24,0.0
CN1/C(=C\C=C(C#N)C#N)C(C)(C)c2ccccc21,101,20,98,96,97,100,1,98,10,.,0.2
CC(C)(C)n1nc2c(c1NC(=O)Cc1ccc(F)cc1)CSC2,109,8,99,102,100,103,0,102,20,.,0.2
CC1CCCC(C)N1/N=C/c1cc(Br)cc(Br)c1O (stereo not given),97,12,97,97,91,96,9,95,11,-22,0.3
Clc1ccc(C2=NNC(=NCc3ccccc3)SC2)cc1,99,10,96,101,103,100,1,99,13,-4,-0.3
O=C(CCCCCn1c(=O)[nH]c2ccsc2c1=O)NCc1cccs1,99,3,99,99,97,98,2,99,26,8,0.3
O=c1oc2ccccc2n1CSc1nc2ccccc2s1,97,14,95,95,99,99,9,101,11,13,1.9
COC(=O)Cc1c(C)nc2nc(-c3ccc(C)cc3)[nH]n2c1=O,103,15,101,100,101,101,6,102,34,.,0.0

# The listing continues.
SMILES,Rac1 wt GTP bind,Avidin bead fluor,Rac1 mut GTP,Cdc42 wt,Rab7 wt modul,HRas wt GTP,ABCG2 inh,Rab2A wt mod,GSH bead fluor,Pf gametocyte,ABCB1 block
CCCCOc1ccc(C(=O)OC(C)CN(C)C)cc1 (stereo not given),115,7,102,106,104,105,-1,106,13,0,0.1
N#C/C(=C\c1ccccc1)C(=O)NC(=O)Oc1ccccc1,110,6,98,99,99,103,2,97,15,-5,0.3
CCN(CC)CCCN1C(=O)C(O)=C(C(=O)c2cc3cccc(OC)c3o2)C1c1ccncc1 (stereo not given),106,11,100,101,102,101,10,100,29,-19,1.0
COc1ccccc1NC(=O)Cn1nnc(-c2ccccc2NC(=O)c2cccs2)n1,101,13,95,98,98,98,0,95,7,.,0.6
OC(COc1ccc2cc(Br)ccc2c1)CN1CCN(c2ccccn2)CC1 (stereo not given),93,3,96,97,98,99,5,97,11,.,0.8
CC(Sc1c[nH]c2ccccc12)C(=O)O (stereo not given),102,13,99,102,99,103,4,100,13,.,1.0
O=C1C2ON(c3ccccc3)C(c3cccnc3)C2C(=O)N1c1ccc(Cl)c(Cl)c1 (stereo not given),103,8,99,99,105,100,7,102,15,12,0.5
Cc1cccc(NC(NC(=O)c2cccnc2)C(Cl)(Cl)Cl)c1 (stereo not given),94,10,96,96,92,95,2,95,9,.,0.7
Cc1ccc(-c2nnn(CC(=O)N(CCN3CCOCC3)C(C(=O)NC3CCCC3)c3ccncc3)n2)o1 (stereo not given),100,11,95,97,102,100,1,96,15,16,0.1
COc1ccc(CN(C(=O)CN2C(=O)COc3ccccc32)C2CCCC2)c(OC)c1,101,18,100,101,97,98,-2,99,22,-7,0.1
Cc1c(C)[n+](=O)c(-c2ccc(F)cc2)c(C)n1[O-],101,8,98,102,97,99,0,98,4,.,0.0
CCc1ccc2nc3sc(C(=O)O)cc3cc2c1,96,5,95,94,104,98,5,99,14,14,-0.9
Cc1c(O)ccc(C(=O)COc2ccccc2F)c1O,104,16,104,104,104,103,4,105,22,7,-0.1
CSCCC1NC2(C(=O)Nc3c2ccc(Cl)c3C)[C@@H]2C(=O)N(C3CCCC3)C(=O)[C@H]12 (stereo not given in full),97,8,97,94,98,93,8,93,29,-11,1.9
CN(C)S(=O)(=O)c1cccc(C(=O)OCC(=O)NC2CCCc3ccccc32)c1 (stereo not given),104,21,104,104,99,101,0,101,11,-8,0.0
COc1ccc(CCNC(=O)c2ccc(N(C)S(=O)(=O)c3ccc(C)cc3)cc2)cc1,100,14,93,91,90,95,25,92,15,-7,0.5
COc1cc(OC)c(C2=NOC(C(=O)NCc3cccs3)C2)cc1Cl (stereo not given),96,11,94,98,96,98,11,97,19,21,1.5
